# Compound activity (PubChem BioAssay)
# RBX1-CUL1 inh – blocks human RBX1-Cullin-1 di-ubiquitin formation | P62877+Q13616 | in vitro K48 di-Ub FRET, acceptor:donor ratio, 45 min | inhibition, % at 10 µM | hit rate 0.6% among 140,000 | AID 1347404; in the data active means inhibition above about 25%
# Target sequence (P62877 whole entry, looked up): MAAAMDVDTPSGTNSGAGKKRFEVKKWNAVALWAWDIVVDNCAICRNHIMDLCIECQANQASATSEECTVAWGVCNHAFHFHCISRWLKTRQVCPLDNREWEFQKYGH
# Target sequence (Q13616 whole entry, looked up): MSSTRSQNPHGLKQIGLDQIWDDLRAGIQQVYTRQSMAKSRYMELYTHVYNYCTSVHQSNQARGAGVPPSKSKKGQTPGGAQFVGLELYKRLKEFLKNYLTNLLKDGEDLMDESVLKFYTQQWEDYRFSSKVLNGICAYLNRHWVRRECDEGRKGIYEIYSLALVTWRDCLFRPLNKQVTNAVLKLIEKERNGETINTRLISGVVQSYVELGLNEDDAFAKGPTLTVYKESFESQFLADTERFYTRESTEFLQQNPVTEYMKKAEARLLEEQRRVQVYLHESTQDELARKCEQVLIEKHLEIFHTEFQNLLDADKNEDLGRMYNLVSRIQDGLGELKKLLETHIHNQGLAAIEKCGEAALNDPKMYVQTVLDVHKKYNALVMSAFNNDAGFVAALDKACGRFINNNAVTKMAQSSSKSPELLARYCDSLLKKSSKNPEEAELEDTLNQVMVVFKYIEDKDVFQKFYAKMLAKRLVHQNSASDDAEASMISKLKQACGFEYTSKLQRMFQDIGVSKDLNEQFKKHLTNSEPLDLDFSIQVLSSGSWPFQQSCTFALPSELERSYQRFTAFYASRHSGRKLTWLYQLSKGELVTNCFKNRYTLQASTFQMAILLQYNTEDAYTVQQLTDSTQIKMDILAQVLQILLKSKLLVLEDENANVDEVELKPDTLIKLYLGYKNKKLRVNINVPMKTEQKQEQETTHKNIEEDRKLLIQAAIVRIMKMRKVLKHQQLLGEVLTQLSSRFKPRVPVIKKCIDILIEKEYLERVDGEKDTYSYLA
# Active calls of the source: *. Only part of the results is shown; rates above refer to the full screens.
RBX1-CUL1 inh,Compound
-7,Cc1nc(N2CCCC2C(=O)NC2Cc3ccccc3C2)nc2cc(S(C)(=O)=O)ccc12 (stereo not given)
-4,O=C(c1ccccc1F)N1CCN(S(=O)(=O)c2cccs2)CC1
0,O=C(NCC1CCCN(S(=O)(=O)c2ccc(OC(F)(F)F)cc2)C1)c1cccnc1 (stereo not given)
-3,Cc1cc(Cl)ccc1Oc1ncccc1C(=O)N1CCN(c2ccc(C(F)(F)F)cn2)CC1
-3,CCC(C)NC(=O)N1CCc2[nH]nc(-c3ccc(Cl)cc3)c2C1 (stereo not given)
5,N#CC1CC(c2ccc(Br)cc2)=NN1c1c(F)c(F)c(Cl)c(F)c1F (stereo not given)
3,Cc1ccc(S(=O)(=O)N2CCN(CCOc3ccc(Cl)cc3)CC2)cc1
1,O=C(Nc1cc(Cl)ncn1)NC1(C(F)(F)F)Oc2ccccc2O1
6,Cc1c(CN2CCCC(Nc3ccc4c(c3)OCO4)C2)[nH]c2c(C)cccc12 (stereo not given)
0,CC1=C(c2ccccc2)N(c2ccccc2)C(=O)C(Sc2cc(Cl)c(Cl)cc2Cl)C1=O (stereo not given)
7,CCc1ccc(OCC(=O)Nc2ccc(S(=O)(=O)N3CCCCCC3)cc2)cc1
3,COc1ccccc1/C=N\NC(=O)Cn1c(-c2nonc2N)nc2ccccc21
-1,CN1C(=O)COc2ccc(-c3nn(Cc4ccccc4)c(=O)c4ccccc34)cc21
-8,COc1ccc(C(=O)Oc2c(Sc3ccc(C)cc3)c(C)nn2C(C)(C)C)cc1OC
-2,CCn1c(-c2cc(OC)c(OC)c(OC)c2)n[nH]c1=S
2,CC1S/C(=N/N=C/c2ccco2)NC1=O (stereo not given)
0,Cc1ccc(-n2c(SCCc3ccccc3)nc3sc4c(c3c2=O)CCCC4)cc1
2,O=C(CSc1ccc(F)cc1)Nc1cc(C(F)(F)F)ccc1Cl
-4,FC(F)Oc1ccccc1CNC1COc2ccccc2C1 (stereo not given)
-7,O=C(NNc1nc(-c2ccc(Cc3ccccc3)cc2)cs1)c1ccccc1
1,CC(C)(C)c1cc(C(=O)N(Cc2ccccc2)Cc2ccccc2)ccn1
2,CCc1c(NC(=O)Cc2ccccc2F)ccnc1Cl
-6,CC(=O)Nc1ccc([N+](=O)[O-])cc1OC(C)=O
2,Cc1ccc(S(=O)(=O)NCCSc2ccccc2)cc1
-4,CCC(CC)C(=O)OCc1cc(=O)n2nc(C3CCCCC3)sc2n1
-3,CC(C)Oc1ccc(CNC(=O)C2CCN(C(=O)N3CC(C)Oc4ccccc43)CC2)cc1 (stereo not given)
11,CCN(CC)C(=O)C(C)N(C#N)c1nc(NC(C)C)nc(NC(C)C)n1 (stereo not given)
-6,O=C1CC(CSc2nnnn2-c2ccccc2)=NN1
0,Cc1cccc2c3c([nH]c12)C(=O)CC(C)(C)O3
-3,COc1cc(Br)c(/C=N/NC(=O)c2ccc(Cl)c(Cl)c2)cc1OC
-2,CC1=NN(c2ccc(Cl)cc2)C(=O)C1C=Nc1cccc(Cl)c1Cl (stereo not given)
9,COc1ccc(CNC(=O)C(=O)Nc2ccc(OC)cc2OC)cc1
9,O=C(Nc1nc(-c2ccc(S(=O)(=O)N3CCCC3)cc2)cs1)c1ccc(Cl)cc1
7,O=C1c2cc(S(=O)(=O)Nc3cccc4ccccc34)ccc2-c2ccc(S(=O)(=O)Nc3cccc4ccccc34)cc21
0,CCCN(C(=O)Cn1cnc2onc(-c3ccc(F)cc3)c2c1=O)c1cccc(Cl)c1
12,CN(C)S(=O)(=O)c1ccc(C(=O)N2CCC(c3ccccc3)CC2)cc1
7,O=C(NCc1ccsc1)C1CCC(=O)N(CCc2cccc(F)c2)C1 (stereo not given)
1,Nc1cc(=O)[nH]c(SCC(=O)N2CCc3ccccc32)n1
2,CN(C)C1(CNC(=O)C2CCN(c3ccccc3)C2=O)CCCCC1 (stereo not given)
-6,O=C(O)c1ccccc1Sc1ccccc1F
-3,Cc1ccc(-c2noc(-c3ccc(NCC4CCCO4)c([N+](=O)[O-])c3)n2)cc1 (stereo not given)
9,Cc1ccccc1C(=O)Nc1nnc2n1CCS2
13,O=C(NC1CC(=O)N(Cc2ccccc2Cl)C1)C1CCOCC1 (stereo not given)
9,N#Cc1ccc(Oc2nc(Nc3cccc(Cl)c3)nc(N3CCOCC3)n2)cc1
-3,C=CCSc1nccc(=O)[nH]1
-2,Cc1ccc2[nH]c3c(=O)n(CC(=O)NC(C)C)ncc3c2c1
8,CCSC(=S)NC(C(=O)O)c1ccsc1 (stereo not given)
-7,COc1ccc(CNC(=O)c2ccc3c(c2)nc2n3CCCCC2)c(OC)c1
-7,Cc1ccc(-c2nnc3sc(-c4ccncc4)nn23)cc1
-5,Cc1ccc(S(=O)(=O)Nc2ccccc2C(=O)/C=C/c2ccc3c(c2)OCO3)cc1
-6,CCOC(=O)C1=C(c2ccccc2)N=c2s/c(=C\c3ccc(OCc4ccccc4)c(Br)c3)c(=O)n2C1c1ccc(Cl)cc1 (stereo not given)
0,CCCCOc1ccc(C(=O)N(Cc2ccc(Cl)cc2)C2CCS(=O)(=O)C2)cc1 (stereo not given)
-12,COc1ccc(CN2C(=O)O[C@@H]3CN(Cc4ccccc4C)C[C@@H]32)cc1OC
0,CCOC(=O)c1c(NC(=O)CSc2nc3ccccc3o2)sc2c1CCCC2
-5,O=[N+]([O-])c1ccc(Sc2nc3ccccc3o2)nc1
3,O=C(Oc1cc(=O)n2c(n1)CCCC2)c1ccccc1Br

# New compounds follow:
RBX1-CUL1 inh,Compound
6,O=C(O)c1cccc(SC(C(=O)O)c2ccccc2)n1 (stereo not given)
2,O=C1NC(c2ccc(O)cc2)C(C(=O)c2ccccc2)C(O)(C(F)(F)F)N1 (stereo not given)
5,O=C(NCC1CCOCC1)c1cn(Cc2ccccc2Cl)nn1
-12,CCCCC(=O)Nc1nnc(SCc2cc(=O)n3cc(C)ccc3n2)s1
6,Nc1nnnn1NC(=O)C12CC3CC(CC(C3)C1)C2
2,CC1CCN(C(=O)Cn2c(-c3cccs3)cc3cc(Cl)ccc32)CC1
4,CCOc1ccc(-n2c(=O)c3c4c(sc3n(CC(=O)Nc3cccc(C(F)(F)F)c3)c2=O)CCCCC4)cc1
8,CC1CC(=O)NC(=O)N1c1cc(Br)c(O)c(Br)c1 (stereo not given)
-1,CN1C(=O)Cc2cc(S(=O)(=O)N3CCN(c4ccc(Cl)cc4)CC3)ccc21
6,CC(C)c1n[nH]c2c1CN(C(=O)COc1ncnc3ccccc13)CC2
-4,COc1ccc(NC(=O)c2cc3c(=O)n(Cc4cccs4)ccc3nc2C)cc1
-1,COCC(=O)N1CCCC(Nc2ccc(OC)c(OC)c2)C1 (stereo not given)
-2,COc1ccc(-c2csc3ncnc(NCCc4ccc(OC)c(OC)c4)c23)cc1
-8,COc1ccc(C2c3c(C)nn(-c4ccc(C)cc4)c3OC(=N)C2C#N)cc1COc1ccc(F)cc1F (stereo not given)
3,Cn1c(SCc2ccc(Cl)cc2)nnc1-c1ccco1
4,CCN(CC)C(=O)Cn1c(=O)cc(C)c2c(C)nn(-c3ccc(C)cc3)c21
-4,CCCCOc1ccccc1C(=O)Nc1nonc1-c1ccccc1
-4,COc1ccc(CCNC(=O)CCn2c(=O)c3ccccc3n(CC(=O)Nc3ccccc3F)c2=O)cc1OC
9,O=C(CN1C(=O)COc2ccc(S(=O)(=O)N3CCCC3)cc21)N1CCN(c2ccccc2)CC1
-1,COc1cccc(N2CCN(C(=O)c3cccc(-n4c(C)nc5cccnc54)c3)CC2)c1
-4,COc1cc(NC(=O)c2cc3nc(-c4ccc(F)cc4)cc(C)n3n2)cc([N+](=O)[O-])c1
-2,O=C(NCCSc1cn[nH]n1)c1ccc2nc(C3CCCCC3)oc2c1
-4,O=C(CSc1nc2c([nH]c3ccccc32)c(=O)n1-c1ccccc1F)Nc1ccccc1C(F)(F)F
12,O=C(Nc1ccc(S(=O)(=O)N2CCOCC2)cc1)c1ccsc1
21,Cn1c(Sc2ncnc3c2cnn3-c2ccccc2)nnc1-c1ccccc1
-5,CCOc1ccccc1-c1cc(C(=O)OC)c2ccccc2n1
11,CCC1=NC(=S)N(C2CCCCC2)C1=O
4,Cc1n[nH]c(=O)c2nn(-c3cccc(Cl)c3)c(C)c12
-9,NC(=O)CCN1CCN(CCOC2Cc3cc(Cl)ccc3Sc3ccccc32)CC1 (stereo not given)
1,CCN(CC)CCOC(=O)C1C(C)=NC(C)=C(C(=O)OCCNC(=O)c2ccccc2O)C1c1ccccc1[N+](=O)[O-] (stereo not given)
-6,CCOC(=O)c1nc(-c2ccccc2)oc1NC
6,COCCCn1c(=N)c(C(=O)NCc2cccnc2)cc2c(=O)n3ccccc3nc21

# 7 compounds drawn at random from those above:
RBX1-CUL1 inh,Compound
-9,NC(=O)CCN1CCN(CCOC2Cc3cc(Cl)ccc3Sc3ccccc32)CC1 (stereo not given)
-6,CCOC(=O)c1nc(-c2ccccc2)oc1NC
1,CCN(CC)CCOC(=O)C1C(C)=NC(C)=C(C(=O)OCCNC(=O)c2ccccc2O)C1c1ccccc1[N+](=O)[O-] (stereo not given)
21,Cn1c(Sc2ncnc3c2cnn3-c2ccccc2)nnc1-c1ccccc1
6,COCCCn1c(=N)c(C(=O)NCc2cccnc2)cc2c(=O)n3ccccc3nc21
4,Cc1n[nH]c(=O)c2nn(-c3cccc(Cl)c3)c(C)c12
11,CCC1=NC(=S)N(C2CCCCC2)C1=O

# The listing continues.
RBX1-CUL1 inh,Compound
3,FC(F)(F)COc1nc(Nc2ccc(OC(F)(F)Cl)cc2)nc(NC2CC2)n1
-7,CC(C)n1c(-c2ccc(C(=O)N3CCCCC3)cc2)nc2ccccc21
-5,COc1ccc(NC(=O)C2CCCN2S(=O)(=O)c2ccc3nc(-c4ccccc4)[nH]c3c2)cc1 (stereo not given)
2,Cc1c(NS(=O)(=O)c2ccccc2)cccc1C(=O)NC1CC1
-2,c1ccc(OCCc2nn[nH]n2)cc1
-2,CCc1cc(CNCc2cn[nH]c2-c2ccc3cc(OC)ccc3c2)on1
-2,CCOc1ccc(C)cc1S(=O)(=O)n1ccnc1C
-6,COCc1cc(C)nc(SCC(=O)Nc2nc(-c3ccccc3)c(C)s2)c1C#N
-5,CNC(=O)c1cccnc1Nc1cccc(C(F)(F)F)c1
7,COC(=O)c1nn(-c2ccccc2)c2nc(-c3ccccc3)c(C#N)c(=O)n12
2,CCOc1ccccc1NC(=O)CSc1nc(-c2cccs2)cc(C(F)(F)F)n1
1,OCC1(Cc2ccccc2)CCCN(Cc2ccc(Oc3ncccn3)cc2)C1 (stereo not given)
-3,COc1ccc2c(c1)SC(c1ccc3c(c1)OCO3)CCN2CC1CC1 (stereo not given)
-2,COc1cc(C(c2c(C)[nH][nH]c2=O)c2c(C)[nH][nH]c2=O)cc(Br)c1OCc1ccccc1Cl
-8,CC(C)N1C(=S)SC(C)(C)C1n1oc(=O)n(-c2ccc(Cl)c(Cl)c2)c1=O (stereo not given)
7,CCn1c(Cc2ccccc2)nc2c(c1=O)C1(CCCCC1)Cc1ccccc1-2
-3,Cn1cc(CN2CCC(CO)(CCc3ccccc3)CC2)cn1
12,C=CC[C@@H]1CC=C[C@@H](C)N1C(=O)Cn1ncc(N2CCOCC2)cc1=O
0,Cc1[nH]c2ccccc2c1-c1nc(-c2ccc(Cl)cc2)nnc1-c1ccccc1
-4,CC1CCN(S(=O)(=O)c2ccc(NC(=S)NC(=O)C3CC3)cc2)CC1
4,CC(=O)N1CC=C2C(C#N)C(=N)C(C#N)(C#N)[C@H](c3cccs3)[C@H]2C1 (stereo not given in full)
-3,CC(CNC(=O)CCS(=O)(=O)c1ccc2c(c1)oc(=O)n2C)c1ccccc1 (stereo not given)
-12,CCOc1ccc(NC(=O)CSc2nc(-c3ccc(F)cc3)cc(C(F)(F)F)c2C#N)cc1
-1,O=c1/c(=C\c2c(Cl)cccc2Cl)sc2nc3ccccc3n12
6,CCOc1cc(/C=C2/N=C(c3ccc(Br)cc3)OC2=O)ccc1OC(=O)CC
-6,Cc1ccc(Nc2nc3cc(C)ccc3cc2C)c(C)c1
3,COCCN1CCC(CN(C)Cc2c(C(=O)N3CCCCC3)nc3sccn23)CC1
0,CCOC(=O)c1c(CN(C)C)n(-c2ccc(C)cc2)c2cc(Br)c(O)cc12
15,CCCC1=NN2C(=N)/C(=C/c3ccc(OCCOc4ccc(C)cc4)c(OCC)c3)C(=O)N=C2S1
5,CCOC(=O)Oc1ccc2c(=O)c(Oc3ccc4ccccc4c3)c(C(F)(F)F)oc2c1
-16,Cc1ccc(C(=O)Oc2ccc3ccc(O)cc3c2)cc1C
-1,COc1ccc(NC(=O)Cn2cnc3cc(Cl)ccc3c2=O)c(OC)c1
0,C/C(=N\NC(=O)CCn1nnc2ccccc21)c1ccncc1
-5,CCOC(=O)C1(Cc2cccc(C(F)(F)F)c2)CCN(Cc2ncc[nH]2)CC1
-5,S=c1nc(-c2ccc(Br)cc2)n(-c2ccccc2)c2c1CCCC2
4,CC(C)(C)C(=O)Nc1cc(NC(=O)C(C)(C)C)cc(C(=O)Nc2cc(C(=O)O)cc(C(=O)O)c2)c1
5,CCC(C)c1nn2c(=O)c(NC(=O)c3ccccc3)cnc2s1 (stereo not given)
1,Cc1ccc(C(=O)NCCC(C)C)cc1NC(=O)c1nsc2ccccc12
11,C/C=C/COC(=O)C1C(C)=NC(=O)NC1c1ccccc1OC(C)C (stereo not given)

# Seven structures out of the list, arranged by heavy-atom count, smallest number first:
RBX1-CUL1 inh,Compound
-16,Cc1ccc(C(=O)Oc2ccc3ccc(O)cc3c2)cc1C
5,CCC(C)c1nn2c(=O)c(NC(=O)c3ccccc3)cnc2s1 (stereo not given)
11,C/C=C/COC(=O)C1C(C)=NC(=O)NC1c1ccccc1OC(C)C (stereo not given)
-1,COc1ccc(NC(=O)Cn2cnc3cc(Cl)ccc3c2=O)c(OC)c1
-5,CCOC(=O)C1(Cc2cccc(C(F)(F)F)c2)CCN(Cc2ncc[nH]2)CC1
5,CCOC(=O)Oc1ccc2c(=O)c(Oc3ccc4ccccc4c3)c(C(F)(F)F)oc2c1
4,CC(C)(C)C(=O)Nc1cc(NC(=O)C(C)(C)C)cc(C(=O)Nc2cc(C(=O)O)cc(C(=O)O)c2)c1
